Screening results from PubChem BioAssay.
aGlu spleen mod: inhibitors or activators of human alpha-glucosidase in spleen homogenate | human spleen homogenate, 4-MU-alpha-glucoside fluorescence | P10253 | 240,000 compounds, 0.006% hits | Potency, µM (highest dose often 79.9 µM), for inactives: at the highest dose activity change, negative = inhibition, most hits filed as inhibitors; active means well fitted inhibition curve with a large enough effect;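 further: 0% = enzyme with vehicle and -100% = no enzyme basal signal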
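Human spleen homogenate (1 ug) incubated with compounds and 1 mM 4-methylumbelliferyl-alpha-D-glucopyranoside in pH 5.0 citrate/phosphate buffer, 37 C, 40 min. Stopped at pH 10; 4-MU fluorescence (Ex 365/Em 440 nm); AC50 by Hill fit.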
Numbers without * were called inactive. Potency means the concentration at half of the fitted maximal effect.

aGlu spleen mod,molecule
1.1%,CC[C@H](C)[C@H](NC(=O)[C@H](Cc1ccccc1)NC(=O)[C@H](CCC(=O)O)NC(=O)[C@H](CCCCN)NC(=O)[C@H](C)NC(=O)[C@H](C)NC(=O)[C@H](CCC(N)=O)NC(=O)CNC(=O)[C@H](CCC(=O)O)NC(=O)[C@H](CC(C)C)NC(=O)[C@H](Cc1ccc(O)cc1)NC(=O)[C@H](CO)NC(=O)[C@H](CO)NC(=O)[C@@H](NC(=O)[C@H](CC(=O)O)NC(=O)[C@H](CO)NC(=O)[C@@H](NC(=O)[C@H](Cc1ccccc1)NC(=O)[C@@H](NC(=O)CNC(=O)[C@H](CCC(=O)O)NC(=O)[C@H](C)NC(=O)[C@@H](N)Cc1cnc[nH]1)[C@@H](C)O)[C@@H](C)O)C(C)C)C(=O)N[C@@H](C)C(=O)N[C@@H](Cc1c[nH]c2ccccc12)C(=O)N[C@@H](CC(C)C)C(=O)N[C@H](C(=O)N[C@@H](CCCCN)C(N)=O)C(C)C
6.3%,CCC[C@@H]1CC(C(=O)NC(C2O[C@H](SC)C(OP(=O)(O)O)[C@H](O)[C@H]2O)[C@H](C)Cl)N(C)C1 (stereo partly drawn)
-1.9%,OC[C@@H](O)C(O)[C@H](O)[C@H](O)CO (stereo partly drawn)
-10.2%,O=c1c(O)c(-c2cc(O)c(O)c(O)c2)oc2cc(O)ccc12
-0.8%,O=C(O)c1cccc(/C=C2/C[C@@H]3[C@@H](/C=C/[C@@H](O)C4CCCCC4)[C@H](O)C[C@@H]3O2)c1
8.3%,O=C(O)c1ccc2c(c1)C(=O)N([C@]1(C(=O)O)CC1c1ccccc1)C2=O (stereo partly drawn)
-6.6%,CCCCCCCCOc1c(OC)cc(/C=C/C(=O)N2CCN(c3ccc(C)c(C)c3)CC2)cc1OC
-1.8%,CC[C@H](C)[C@H](NC(=O)[C@H](CCC(=O)O)NC(=O)[C@@H](N)CO)C(=O)N[C@@H](CCC(N)=O)C(=O)N[C@@H](CC(C)C)C(=O)N[C@@H](CCSC)C(=O)N[C@@H](Cc1cnc[nH]1)C(=O)N[C@@H](CC(N)=O)C(=O)N[C@@H](CC(C)C)C(=O)NCC(=O)N[C@@H](CCCCN)C(=O)N[C@@H](Cc1cnc[nH]1)C(=O)N[C@@H](CC(C)C)C(=O)N[C@@H](CC(N)=O)C(=O)N[C@@H](CO)C(=O)N[C@@H](CCSC)C(=O)N[C@@H](CCC(=O)O)C(=O)N[C@@H](CCCNC(=N)N)C(=O)N[C@H](C(=O)N[C@@H](CCC(=O)O)C(=O)N[C@@H](Cc1c[nH]c2ccccc12)C(=O)N[C@@H](CC(C)C)C(=O)N[C@@H](CCCNC(=N)N)C(=O)N[C@@H](CCCCN)C(=O)N[C@@H](CCCCN)C(=O)N[C@@H](CC(C)C)C(=O)N[C@@H](CCC(N)=O)C(=O)N[C@@H](CC(=O)O)C(=O)N[C@H](C(=O)N[C@@H](Cc1cnc[nH]1)C(=O)N[C@@H](CC(N)=O)C(=O)N[C@@H](Cc1ccccc1)C(=O)O)C(C)C)C(C)C
1.1%,COC(=O)C1=C(C)N(CCCCCC(=O)O)C(=O)NC1c1ccccc1 (stereo not drawn)
-9.5%,CC12CCC=CC1C(c1ccoc1)N(Cc1ccccc1)C2=O (stereo not drawn)
3.3%,COc1ccc([C@@H]2CC(=O)c3c(O)cc(O[C@@H]4O[C@H](CO[C@@H]5O[C@@H](C)[C@H](O)[C@@H](O)[C@H]5O)[C@@H](O)[C@H](O)[C@H]4O)cc3O2)cc1
-9.0%,C/C=C1\COC(C(=O)NCCCN2CCCC2=O)(C(F)(F)F)C=C1C=C(C)C (stereo not drawn)
28.7%,CC(N)COC(=O)C(CCCCN)NC(=O)Cc1c(-c2ccc3ccccc3c2)[nH]c2c1ccc1ccccc12 (stereo not drawn)
-14.3%,CC[C@H](C)[C@H](NC(=O)[C@H](Cc1ccc(O)cc1)NC(=O)[C@H](Cc1cnc[nH]1)NC(=O)[C@H](CCCNC(=N)N)NC(=O)[C@H](CC(C)C)NC(=O)[C@H](C)NC(=O)[C@H](CO)NC(=O)[C@H](Cc1ccc(O)cc1)NC(=O)[C@H](Cc1ccc(O)cc1)NC(=O)[C@H](CCCNC(=N)N)NC(=O)[C@H](C)NC(=O)[C@H](CC(C)C)NC(=O)[C@H](CC(=O)O)NC(=O)[C@H](CCC(=O)O)NC(=O)[C@H](C)NC(=O)[C@@H]1CCCN1C(=O)[C@H](C)NC(=O)[C@H](CC(=O)O)NC(=O)[C@H](CCC(=O)O)NC(=O)CNC(=O)[C@@H]1CCCN1C(=O)[C@H](CC(N)=O)NC(=O)[C@H](CC(=O)O)NC(=O)[C@@H]1CCCN1C(=O)[C@H](CCCCN)NC(=O)[C@H](CO)NC(=O)[C@@H]1CCCN1C(=O)[C@@H](N)Cc1ccc(O)cc1)C(=O)N[C@@H](CC(N)=O)C(=O)N[C@@H](CC(C)C)C(=O)N[C@@H](CC(C)C)C(=O)N[C@H](C(=O)N[C@@H](CCCNC(=N)N)C(=O)N1CCC[C@H]1C(=O)N[C@@H](CCCNC(=N)N)C(=O)N[C@@H](Cc1ccc(O)cc1)C(N)=O)[C@@H](C)O
-4.4%,O=C1C[C@H](c2ccc3ccccc3c2)N1S(=O)(=O)c1ccccc1[N+](=O)[O-]
0.9%,O=S1(=O)C2CC3C=CC2(O3)C(O)C(Cc2ccccc2)N1Cc1cccc(C(F)(F)F)c1 (stereo not drawn)
4.6%,NCc1ccccc1
-3.0%,O=c1ccc2c(OCCCCOc3ccccc3)c3ccoc3cc2o1
-5.0%,CCCCC(=O)N1C/C=C\C(c2ccc(OC)cc2)N(Cc2ccc(F)cc2)C(=O)C1Cc1ccccc1 (stereo not drawn)
7.0%,COc1cc(OC)cc(C2=Nn3c(nnc3-c3ccccc3O)SC2)c1

Given as tab-separated lines: entries from further up.
structure	aGlu spleen mod
CC[C@H](C)[C@H](NC(=O)[C@H](CCC(=O)O)NC(=O)[C@@H](N)CO)C(=O)N[C@@H](CCC(N)=O)C(=O)N[C@@H](CC(C)C)C(=O)N[C@@H](CCSC)C(=O)N[C@@H](Cc1cnc[nH]1)C(=O)N[C@@H](CC(N)=O)C(=O)N[C@@H](CC(C)C)C(=O)NCC(=O)N[C@@H](CCCCN)C(=O)N[C@@H](Cc1cnc[nH]1)C(=O)N[C@@H](CC(C)C)C(=O)N[C@@H](CC(N)=O)C(=O)N[C@@H](CO)C(=O)N[C@@H](CCSC)C(=O)N[C@@H](CCC(=O)O)C(=O)N[C@@H](CCCNC(=N)N)C(=O)N[C@H](C(=O)N[C@@H](CCC(=O)O)C(=O)N[C@@H](Cc1c[nH]c2ccccc12)C(=O)N[C@@H](CC(C)C)C(=O)N[C@@H](CCCNC(=N)N)C(=O)N[C@@H](CCCCN)C(=O)N[C@@H](CCCCN)C(=O)N[C@@H](CC(C)C)C(=O)N[C@@H](CCC(N)=O)C(=O)N[C@@H](CC(=O)O)C(=O)N[C@H](C(=O)N[C@@H](Cc1cnc[nH]1)C(=O)N[C@@H](CC(N)=O)C(=O)N[C@@H](Cc1ccccc1)C(=O)O)C(C)C)C(C)C	-1.8%
C/C=C1\COC(C(=O)NCCCN2CCCC2=O)(C(F)(F)F)C=C1C=C(C)C (stereo not drawn)	-9.0%
COC(=O)C1=C(C)N(CCCCCC(=O)O)C(=O)NC1c1ccccc1 (stereo not drawn)	1.1%
CCC[C@@H]1CC(C(=O)NC(C2O[C@H](SC)C(OP(=O)(O)O)[C@H](O)[C@H]2O)[C@H](C)Cl)N(C)C1 (stereo partly drawn)	6.3%
CCCCC(=O)N1C/C=C\C(c2ccc(OC)cc2)N(Cc2ccc(F)cc2)C(=O)C1Cc1ccccc1 (stereo not drawn)	-5.0%

(next part)
aGlu spleen mod,molecule
-3.2%,COc1ccc(C2CC(c3ccccc3)Oc3cc(C)c(Cl)c(C)c32)cc1 (stereo not drawn)
-6.3%,O=C(NCC1CC1)C1(C(F)(F)F)C/C(=C\Cc2ccccc2)CCCO1 (stereo not drawn)
3.7%,O=C(NCC1CC1)C1(C(F)(F)F)C/C(=C\CCO)CCCO1 (stereo not drawn)
-11.3%,CCN1C(=O)[C@@H]2[C@H](C1=O)[C@@H]1CC(C(=O)OC)=C[C@@H](C(=O)OC)C3C1=C(C(=O)C3(CC)CC)[C@@H]2C (stereo partly drawn)
-5.4%,COc1ccc(CNC(=O)c2ccc(C)cc2)cc1
-1.7%,COc1ccc(C2=Nn3c(nnc3-c3ccccc3O)SC2)cc1
-26.4%,O=C1/C(=C\c2ccc(O)c(O)c2)Oc2c1ccc(O[C@@H]1O[C@H](CO)[C@@H](O)[C@H](O)[C@H]1O)c2O
-1.0%,C[C@@H](/C=C/c1ccc2ccccc2c1)C1COC(=O)C[C@H]1O (stereo partly drawn)
-7.3%,OC1OC[C@H](O)[C@@H](O)[C@H]1O (stereo partly drawn)
-1.9%,CC[C@H](C)N
6.6%,CCC1CC=CC2C1C(=O)N(Cc1ccccc1)C2c1ccoc1 (stereo not drawn)
0.1%,O=C(NCc1ccccc1)C1(C(F)(F)F)CC(CCCO)CCCO1 (stereo not drawn)
7.8%,CC1COC(=O)O1 (stereo not drawn)
1.5%,Cc1ccc2c(=O)c3cccc(CC(=O)O)c3oc2c1C
1.3%,O=C(O)C1CCCN1 (stereo not drawn)
4.9%,CC[C@H](C)[C@H](NC(=O)[C@H](CCCNC(=N)N)NC(=O)[C@@H]1CCCN1C(=O)[C@H](Cc1ccccc1)NC(=O)[C@H](Cc1cnc[nH]1)NC(=O)[C@H](CCCNC(=N)N)NC(=O)[C@@H](NC(=O)[C@H](C)NC(=O)[C@H](CCC(=O)O)NC(=O)[C@H](CC(N)=O)NC(=O)[C@@H](N)CCCCN)C(C)C)C(=O)N[C@@H](Cc1c[nH]c2ccccc12)C(=O)N[C@@H](CC(C)C)C(=O)O
-0.1%,CC(C)N(Cc1ccccc1)C(C)C (tested in a mixture with another compound)
1.6%,CCOc1ccc(C=C2SC(=O)N(CCN)C2=O)cc1
4.0%,CC[C@H](C)[C@H](NC(=O)[C@H](Cc1ccc(O)cc1)NC(=O)[C@@H]1CCCN1C(=O)[C@@H](NC(=O)[C@@H](N)CCCCN)[C@@H](C)CC)C(=O)N[C@@H](CC(C)C)C(=O)O
0.7%,CCCC[C@@H](C)/C=C(C)/C=C(\C)C(=O)NC1=C[C@@](O)(/C=C/C=C/C=C/C(=O)NC2=C(O)CCC2=O)[C@@H]2O[C@@H]2C1=O
-1.0%,C=C1C=CS(=O)(=O)N(C(CC(C)C)C(=O)OC)C1 (stereo not drawn)
6.8%,CCC/C=C1/CCCOC(C(=O)NCCNCCO)(C(F)(F)F)C1 (stereo not drawn)
-8.2%,O=c1c(O[C@@H]2O[C@H](CO)[C@@H](O)[C@H](O)[C@H]2O)c(-c2ccc(O)cc2)oc2cc(O)cc(O)c12
1.0%,CCN(CC)C(=O)CC(c1ccc(OC)cc1)c1c(OC)cc(OC)c2c(-c3ccccc3)cc(=O)oc12 (stereo not drawn)
4.8%,O=C(O)c1ccc2c(c1)C(=O)N([C@H](Cc1ccc(Cl)cc1)C(=O)O)C2=O

3 entries already listed, ordered by their value in aGlu spleen mod, high to low.
aGlu spleen mod,molecule
1.5%,Cc1ccc2c(=O)c3cccc(CC(=O)O)c3oc2c1C
-1.0%,C[C@@H](/C=C/c1ccc2ccccc2c1)C1COC(=O)C[C@H]1O (stereo partly drawn)
-5.0%,CCCCC(=O)N1C/C=C\C(c2ccc(OC)cc2)N(Cc2ccc(F)cc2)C(=O)C1Cc1ccccc1 (stereo not drawn)

Two compounds picked at random from those above, as already listed:
aGlu spleen mod,molecule
6.8%,CCC/C=C1/CCCOC(C(=O)NCCNCCO)(C(F)(F)F)C1 (stereo not drawn)
1.0%,CCN(CC)C(=O)CC(c1ccc(OC)cc1)c1c(OC)cc(OC)c2c(-c3ccccc3)cc(=O)oc12 (stereo not drawn)

Copied from the list.
In aGlu spleen mod, C[C@@H](/C=C/c1ccc2ccccc2c1)C1COC(=O)C[C@H]1O (stereo partly drawn) has -1.0%
In aGlu spleen mod, OC1OC[C@H](O)[C@@H](O)[C@H]1O (stereo partly drawn) has -7.3%
In aGlu spleen mod, NCc1ccccc1 has 4.6%

A portion of the library; the hit share may differ from the screen's.
